12-LOX inh: inhibitors of human 12S-lipoxygenase ALOX12. P18054. purified 12hLO, xylenol orange hydroperoxide absorbance. Potency, µM (top dose mostly 108 µM), without a hit: at the top dose activity change, negative = inhibition, usual class: inhibitors. 580,000 compounds, 1.1% hits. AID 1671190; active = well fitted inhibition curve with a large enough effect; inconclusive = small, poorly fitted or top-dose-only effect, or another doubt; inactive = no such curve, though single readings can be large or run the other way
Target sequence (P18054 whole entry, looked up): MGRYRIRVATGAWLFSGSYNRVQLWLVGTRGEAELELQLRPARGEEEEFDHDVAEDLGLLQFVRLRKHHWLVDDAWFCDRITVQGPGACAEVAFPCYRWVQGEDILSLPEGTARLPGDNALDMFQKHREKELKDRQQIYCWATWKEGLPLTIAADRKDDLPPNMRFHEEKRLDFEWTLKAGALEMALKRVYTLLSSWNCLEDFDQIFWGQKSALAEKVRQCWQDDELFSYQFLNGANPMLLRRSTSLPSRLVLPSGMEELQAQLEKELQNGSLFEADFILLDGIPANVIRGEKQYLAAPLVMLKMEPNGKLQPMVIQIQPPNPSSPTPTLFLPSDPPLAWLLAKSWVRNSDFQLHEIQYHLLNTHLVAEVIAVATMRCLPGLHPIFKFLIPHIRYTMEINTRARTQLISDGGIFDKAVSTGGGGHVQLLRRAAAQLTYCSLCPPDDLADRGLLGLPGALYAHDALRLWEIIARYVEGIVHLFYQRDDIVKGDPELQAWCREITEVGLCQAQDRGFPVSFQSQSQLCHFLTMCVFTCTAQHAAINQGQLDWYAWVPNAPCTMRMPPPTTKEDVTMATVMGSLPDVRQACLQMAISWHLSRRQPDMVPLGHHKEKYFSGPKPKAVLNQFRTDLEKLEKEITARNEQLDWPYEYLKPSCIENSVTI
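Purified human 12hLO (150 nM final) in 25 mM Hepes, 0.01% Triton X-100, pH 7.0 was preincubated 15 min at room temperature with compound. Then 40 uM arachidonic acid was added, 30 min. Hydroperoxide was read by Fe-XO absorbance ratio 573/405 nm.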
An asterisk follows results filed as active; ? = inconclusive; [ ] = dose if it differs, or a comment. % is scaled to controls: 0 for no effect and ±100 for the full control effect; potency is read from the fitted curve at half-maximal effect.

SMILES	12-LOX inh
COC(=O)[C@@H]1Cc2c([nH]c3ccccc23)[C@@H]2C[C@@H](NCCNC(C)=O)C[C@@H](c3ccc(F)c(F)c3)N12	?
CC(C)(C)C1CCC(=C(C#N)C(N)=O)CC1 (stereo not drawn)	7%
CCOC(=O)c1sc2nc(CN(C)Cc3ccccc3)[nH]c(=O)c2c1C	?
COCCOc1cc2c(cc1CO)OCO2	-63%
Cc1nc(C(=O)N2CCC(c3[nH]ncc3-c3ccccc3C)CC2)cs1	55%[activator]
Cc1ccc(NC(=O)NCC2CCOCC2)cc1C	2%
CC(=O)NCCNc1nc(-c2ccsc2)nc2ccccc12	-7%
Clc1ccc(-c2noc(-c3ccccc3Br)n2)cc1	?
O=C(O)/C(=C\C=C\c1ccco1)NC(=O)c1ccccc1	1.6µM*
O=C(NC1CC1)c1ccccc1OCC1CCCN(CC2=Cc3ccccc3OC2)C1 (stereo not drawn)	25%
O=C(Nc1ccc(Cl)c(C(F)(F)F)c1)C1=C(c2ccccc2)S(=O)(=O)CCO1	?
NC(=O)Cc1c[nH]c2ncc(-c3ccccc3F)cc12	-19%[176 µM]
Cn1cc(CNCC2CCN(c3ncc(C(=O)NO)cn3)CC2)c2ccccc21	-23%[57.4 µM]
Cc1[nH]nc(CCC(=O)N2CC[C@H](N3CCOCC3)[C@H](CCC(=O)O)C2)c1C	?
COc1ccc(CCNC(=O)c2ccc(CSc3ccc(Cl)cc3)o2)cc1OC	-37%
CC(=O)c1c(O)c(C)c(O)c2c1OC1=Cc3c(c(C)nn3C)C(=O)C12C (stereo not drawn)	-22%
C[C@@]12C[C@@]3(O)O[C@@H](O1)[C@]1(COC(=O)c4ccccc4)[C@@H]3C[C@@]12O[C@@H]1O[C@H](CO)[C@@H](O)[C@H](O)[C@@H]1O	-10%[57.4 µM]
O=C(NCc1ccccc1)c1cc(C2CCCCN2C(=O)CCCc2ccccc2)on1 (stereo not drawn)	-12%
Cc1c(-c2ccccc2)[nH]c2c(CNC(=O)CCc3nncn3C)cc(Cl)cc12	50%[activator]
CC(OC(=O)c1ccc2c(c1)NC(=O)CS2)C(=O)Nc1cccc(C#N)c1 (stereo not drawn)	4%
CC(=O)c1cccc(NC(=S)NNC(=O)c2ccc(-c3ccccc3)cc2)c1	?
Cc1ccc(C(=O)N/N=C/C(C)C)cc1C	43%[activator]
COCC(=O)Nc1cc(C(=O)NC2CCCc3ccccc32)c2c(c1)nc(-c1ccncc1)n2C (stereo not drawn)	3%
O=S(=O)(c1cccc2nsnc12)N1CCCC1c1ccc(Cl)cc1 (stereo not drawn)	-16%
COc1ccc2cc(S(=O)(=O)N3CCN(C(c4ccccc4)c4ccccc4)CC3)ccc2c1	8%
CCCNC(=O)CCC1CCN(C(=O)c2ccccc2F)CC1	10%
COc1ccc(-c2ncc3c(n2)OCCN(c2ccccc2)C3=O)cc1F	47%[activator][176 µM]
O=C(CCn1ccn2nc3c(c2c1=O)CCCC3)N1CCSCC1	6%
COCCn1c(-n2nc(C)c(C)c2C)nc2c1c(=O)n(CCc1ccccc1)c(=O)n2C	-1%
Nc1nc2ccc([N+](=O)[O-])cc2[n+]([O-])n1	?
FC(F)(F)c1cccc(C2=NOC3(CCN(Cc4ccncc4)CC3)C2)c1	-7%
COC(=O)c1cccc(C(=O)NCc2nc(-c3ccccc3NC(C)=O)oc2C)c1	-1%
Cc1ccc2[nH]c(CN3CCC(c4cccc(C#N)c4)CC3)cc(=O)c2c1	0%
CCn1ncc(CN2CCCN(S(C)(=O)=O)C(c3ccccc3)CC(=O)NCC2)c1C (stereo not drawn)	7%
O=c1cc(-c2cccnc2)oc2c(-c3ccc(O)c(F)c3)nccc12	6%[176 µM]
CCc1noc(-c2cn(C3CCN(C(=O)c4ccc(OC(F)(F)F)cc4)C3)nn2)n1 (stereo not drawn)	11%
Cc1ccc2nc(C3CCCN(Cc4cccc(-c5cccs5)c4)C3)[nH]c(=O)c2c1 (stereo not drawn)	?
Cc1cc(NC(=O)CNc2cc(S(=O)(=O)N3CCCCC3)ccc2Oc2ccccc2)no1	16%
Cc1cc(=O)oc2cc(OCC(=O)NCCC3CCN(Cc4ccccc4)CC3)ccc12	-25%
CCn1c(SC(C)C(=O)Nc2nc(C)c(C)s2)nnc1-c1ccc(F)cc1 (stereo not drawn)	0%

Sorted by length of the SMILES (low to high): part of the list above
SMILES	12-LOX inh
O=c1cc(-c2cccnc2)oc2c(-c3ccc(O)c(F)c3)nccc12	6%[176 µM]
Cc1ccc2[nH]c(CN3CCC(c4cccc(C#N)c4)CC3)cc(=O)c2c1	0%
CCn1ncc(CN2CCCN(S(C)(=O)=O)C(c3ccccc3)CC(=O)NCC2)c1C (stereo not drawn)	7%
CCc1noc(-c2cn(C3CCN(C(=O)c4ccc(OC(F)(F)F)cc4)C3)nn2)n1 (stereo not drawn)	11%

More records.
SMILES	12-LOX inh
COc1ccc(C2C3=C(COC3=O)Nc3c2c(=O)[nH]c(=O)n3CC(C)C)cc1 (stereo not drawn)	?
CC(=O)Nc1cccc(-c2ccc(COc3ccc4c(cnn4CCC(=O)O)c3)cc2)c1	15%[176 µM]
COc1ccc(-c2oc3c(c2C(=O)OCCO)C(OCCCO)CCC3)cc1 (stereo not drawn)	-14%
CC1CCCCN1Cc1nnc2cc(-c3nc(-c4ccccc4)no3)ccn12 (stereo not drawn)	25%
O=Cc1cccc(OCc2ccc(Cl)cc2Cl)c1	2%
CCC(=O)N(C1CCOCC1)C1CCN(Cc2cc(F)cc(F)c2)CC1	18%
Cc1cn([C@H]2C[C@H](O)[C@@H](/C=C/C(=O)NCc3ccccc3)O2)c(=O)[nH]c1=O	19%
C/C(OC(=O)C12CC3CC(CC(C3)C1)C2)=C1/CCOC1=O	-2%
COc1ccccc1Cn1c(C(C)NC(=O)c2ccco2)nc2ccccc21 (stereo not drawn)	-3%
COc1ccc(-c2csc(NC(=O)CSc3nc4ccccc4o3)n2)cc1	?
Cc1cc2nc(-c3ccco3)c(Cc3ccccc3C(F)(F)F)n2c(C)c1Br	?
CC(=O)N1CCC([C@@H]2CN(Cc3ccc(C(F)(F)F)cc3)C[C@H]2CO)CC1	25%
CNC(=O)NC(=O)Cn1nnc(-c2ccc(F)c(C)c2)n1	?
CC(C(=O)O)n1cnc2ccccc21 (stereo not drawn)	?
O=C(NCCc1cccs1)C1CCCN(c2cnn(Cc3ccccc3)c(=O)c2)C1 (stereo not drawn)	7%
CN(Cc1cccnc1)C1CN(C(=O)c2ccc3ccccc3n2)C1	53%[activator]
O=C(CCc1c[nH]c2ccccc12)NC1CCCc2c1[nH]c1ccc(F)cc21 (stereo not drawn)	-8%
CCN1C(=O)c2ccccc2S(=O)c2ccc(C(=O)NCc3ccc(C(F)(F)F)cc3)cc21 (stereo not drawn)	-1%
CCc1ccc(C(=O)Nc2cccc(-c3nnc4n3CCCC4)c2)cc1	35%[activator]
CCN(C(=O)Cn1cccc1-c1nc(-c2ccc(OC)c(F)c2)no1)c1cccc(C)c1	1%
Cn1nc(C(=O)NCC(=O)N2CCCCCNC(=O)CC2c2ccccc2)c2ccccc21 (stereo not drawn)	34%
CC(C)c1nc(CNC(=O)c2ccc(N(C)C)nc2)no1	32%[activator]
COc1cc(OC)cc(C(=O)Nc2cccc(-c3nc4ncccc4o3)c2)c1	28%
CC(=O)N[C@H]1CC[C@]2(C)CC[C@@H]([C@H](C)C(=O)NCc3cccs3)[C@H](O)[C@H]2[C@@H]1C	33%[activator][176 µM]
COc1cccc(CN2CCCC(c3nc(C)ncc3-c3ccc(F)cc3)C2)c1OC (stereo not drawn)	15%
c1cc(-c2ccco2)cc(-c2nc(C3CCOC3)no2)c1 (stereo not drawn)	?
COc1ccc(CCC(=O)N2CCCN(c3cc(-c4ccc(OC)cc4)[nH]n3)CC2)cc1	29%
Cc1cccc2nc(C(=O)N3CCn4nc(Cc5ccccc5)cc4C3)cn12	30%[activator]
CCOC(=O)C1=C(C(F)(F)F)NC2(O)c3ccccc3C(=O)C12O (stereo not drawn)	?
CC(=O)N1CCC(C(=O)N[C@H]2CCN3C(=O)N(c4ccc(OC(F)(F)F)cc4)C(=O)[C@@H]3C2)CC1	-7%
COC(=O)N(C)C[C@@H]1OCc2cn(nn2)CCCC(=O)N([C@H](C)CO)C[C@H]1C	6%
COc1cncc(CN2CCc3ncc(C(=O)Nc4ccccc4)n3CC2)c1	64%[activator][176 µM]
Cc1ccc(Cn2c(C3CCN(C(=O)Cc4cccs4)CC3)n[nH]c2=O)cc1	-8%
Cc1ccc(C)c(NC(=O)C(c2ccccc2)n2cnc3c2c(=O)n(C)c(=O)n3C)c1 (stereo not drawn)	27%
C[C@@H]1CN([C@H](C)CO)C(=O)c2cc(Br)cnc2O[C@H]1CN(C)C(=O)Nc1ccc2c(c1)OCO2	25%
COc1ccc2nc(COc3ccccc3OC)[nH]c2c1	3%
Cn1cccc1C(=O)N1CC[C@@H]2NC(=O)[C@H]3C[C@H](NC(=O)C4CC4)CN3C(=O)[C@H]21	3%[176 µM]
O=C1c2sccc2-c2cccc3cccc1c23	0%
COCC(=O)NC1CCN(c2ccc(C)cc2)C1=O (stereo not drawn)	33%[activator]
CCC/C=C/c1ccc(CN2C(C(C)C)C(=O)N(Cc3cn(CC4CCCCC4)nn3)CCS2(=O)=O)cc1 (stereo not drawn)	0%
O=C(O)/C=C/c1cccc(Cl)c1	0%
COc1ccc(-c2csc(C(O)c3ccc(F)cc3)n2)cn1 (stereo not drawn)	7%
N#Cc1cccc(CSc2nnc(N3CCCC3)n2-c2cccc(Cl)c2)c1	15%
COc1ccccc1-c1cn2c(n1)CO[C@@H](CNCc1ccc(F)c(F)c1)C2	28%[176 µM]
CCOCCCNC(=O)C1(CCO)CC12CCOCC2 (stereo not drawn)	55%[activator]
O=C(Cc1cccc(Cl)c1)N1CCC2(CC1)Cc1ccccc1NC2=O	55%[activator]
CC1(C(=O)Nc2ccc(F)cc2F)CCN1C(=O)Cc1ccc(Cl)cc1Cl (stereo not drawn)	?
CN(C)C(CNC(=O)c1cc(=O)c2cc(Cl)ccc2o1)c1cccs1 (stereo not drawn)	?
COc1cc(C(=O)NCc2nc3ccccc3n2C)cc(OC)c1OC	-59%
Cc1sc2cc(C(=O)NC(C)(C)C)[nH]c2c1CN1CCCCC1	8%

Next section, starting with the last six of the part before.
SMILES	12-LOX inh
CCOCCCNC(=O)C1(CCO)CC12CCOCC2 (stereo not drawn)	55%[activator]
O=C(Cc1cccc(Cl)c1)N1CCC2(CC1)Cc1ccccc1NC2=O	55%[activator]
CC1(C(=O)Nc2ccc(F)cc2F)CCN1C(=O)Cc1ccc(Cl)cc1Cl (stereo not drawn)	?
CN(C)C(CNC(=O)c1cc(=O)c2cc(Cl)ccc2o1)c1cccs1 (stereo not drawn)	?
COc1cc(C(=O)NCc2nc3ccccc3n2C)cc(OC)c1OC	-59%
Cc1sc2cc(C(=O)NC(C)(C)C)[nH]c2c1CN1CCCCC1	8%
O=C(NCc1ccnc(N2CCCC2)c1)c1ccc(Cl)c(S(=O)(=O)N2CCCCCC2)c1	20%
CNC(=O)C1(N2CCC[C@H]2C(=O)N(C)CCN(C)C)CCOCC1	?
CCCCNC1C2CC3CC(C2)CC1C3 (stereo not drawn)	-7%
O=S(=O)(c1ccc(F)cc1)N1CCC2(CC1)CC(OCC1CC1)CCO2 (stereo not drawn)	30%[activator]
COCCN1C[C@@H](CO)O[C@@H](n2cnc3c(NC4CCCC4)ncnc32)C1	-4%
CC(NC(=O)c1cccnc1)c1nnc2n1CCN(Cc1ccc(F)cc1F)CC2 (stereo not drawn)	2%
Cc1ccc(C)c(-c2cc(C)ncc2C)c1	4%
COc1ccc(-n2c(=O)c3c(n2Cc2ccccc2)CN(Cc2c[nH]c4ccccc24)CC3)cc1	8%
Cc1ccsc1C(=O)N1CCC2(CC1)NC(=O)N(Cc1ccccc1)C2=O	10%
O=Cc1csc(-c2ccc(C(F)(F)F)cc2)n1	6%
O=C(O)C1=C2C(=O)Nc3cccc(c32)C2(C1)C(=O)Nc1ccccc12 (stereo not drawn)	?
CC(Sc1ccc(S(=O)(=O)N2CCCCC2)cn1)C(N)=O (stereo not drawn)	-19%
CC(=O)N1Cc2ccccc2NC(=O)C12CCNCC2	0%[6.33 µM]
CCC1CC(C(=O)O)CC(=O)N1 (stereo not drawn)	-13%
O=C(c1ccccc1)N1CC(=O)N2[C@H](CO)[C@@H](c3ccc(Br)cc3)[C@@H]2C1	2%
C[n+]1c(NCc2cc(Br)cc(Br)c2[O-])[nH]c2ccccc21	-11%
CCOC(=O)c1sc2nc(C)nc(Nc3cccc(C(F)(F)F)c3)c2c1C	?
CCCCn1nc(C(=O)Nc2ccc(OC)c(OC)c2)c2ccccc2c1=O	?
Cc1ccc(Cc2c(C3CCCCC3)nc3ccc(Cl)cn23)cc1	?
O=C(CCc1cnccn1)N1CCC(CCC(=O)N2CCC(Cc3ccccc3)CC2)CC1	18%
CC(C)N(C)C1CCN(c2nc(-c3ccncc3)nc3ccccc23)CC1	-29%
CC1=C[C@@H](CNS(=O)(=O)c2ccc(C#N)cc2)[C@H](C(C)C)C[C@H]1Cc1nnc(-c2ccncc2)o1	-16%
O=C(/C=C/c1ccco1)N1CCN(Cc2ccc(C(F)(F)F)cc2)CC1	?
COc1cc(C2CC(=O)Nc3nc(C)[nH]c(=O)c32)ccc1OCc1ccccc1Cl (stereo not drawn)	?
CC(C)n1nc(OC(C)(C)C(=O)NCCc2ccccn2)c2cc(CN3CCOCC3)ccc21	8%
CN(CC1CCOC1)S(=O)(=O)Cc1ccccc1 (stereo not drawn)	29%
COC(=O)c1sccc1S(=O)(=O)N(CC(=O)Nc1cc(C)ccc1C)c1ccccc1	-2%
COc1ccc(C(=O)N2CCCC3(C2)Nc2cccnc2NC3=NCc2ccccc2)cc1 (stereo not drawn)	62%[activator]
O=C(NCc1ccccc1)C1Cc2c(-c3ccc4c(c3)OCO4)ccnc2O1 (stereo not drawn)	-26%
CN(C)c1nc2c(c(=O)[nH]1)CCN(Cc1cc(F)ccc1F)CC2	18%

Source: PubChem BioAssay

This is a subset. The share of hits here may be higher or lower than overall.
